# Source: PubChem (several laboratories)
# Bcl-B TR3 displacers: displacers of TR3 peptide from Bcl-B, primary screen, selectivity assay for Bfl-1 inhibitor project, biochemical, fluorescence polarization | Bcl-2-like protein 10 (Homo sapiens) | 96,000 compounds, 0.11% hits | displacement, % at 20 µM; hits with a dose series show IC50 in µM | FP displacement of FITC-TR3 peptide from Bcl-B; higher % means a stronger effect;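 active = displacement above 50% at 20 µM plus a fluorescence interference ratio under 1.5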;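 note: plate controls were wells without compound for no effect and wells lacking Bcl-B protein for full effect; a part of the inactive calls stands beside numbers as strong as those of hits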
# MRP reversal: reversal of MRP1-mediated doxorubicin resistance, primary screen, H69AR cells, doxorubicin co-treatment. H69AR cells + 2 uM doxorubicin, CellTiter-Glo, 72 h. differential viability (reversal), % at 10 µM. 85,000 compounds, 0.04% hits;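 active = viability drop by adding the cancer drug above about 55%, with treated viability meeting a 40% cutoff, limit read from the data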;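 note: viability without doxorubicin minus viability with 2 µM doxorubicin for each compound; larger differential means the compound sensitizes cells more to doxorubicin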
# NFkB transloc inh: inhibitors of IL-1B driven NFkB p65 nuclear import, primary screen, imaging, HUVEC, IL-1B stimulus, high-content imaging; HUVEC IL-1B NFkB p65 nuclear translocation imaging; inhibition, % at 2 µM; 94,000 compounds, 0.43% hits; AID 796, 2007;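 active = inhibition above about 30% together with a positive call from visual inspection of the well image, limit read from the data; inconclusive = inhibition above a set limit but visual check negative; inactive = inhibition not above a set limit, visual check negative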;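 note: nuclear over cytoplasmic p65 intensity ratio measured by imaging; 0% = IL-1B stimulated DMSO wells and 100% = unstimulated DMSO wells; values of inactives mirror those of a sister screen read the other way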
# PLAP inhibitors HTS: PLAP enzyme inhibitors, biochemical, luminescence, HTS (AID 690); one-dose inhibition, % at 20 µM; IC50 in µM for titrated hits; 96,000 compounds, 0.08% hits; purified PLAP, luminescent substrate; higher % means a stronger effect; Alkaline phosphatase, placental type (Homo sapiens); in the data active = a potency from the dose series; inactive = the rest, 99 in 100 with inhibition below about 30%; note: strong numbers were not always called active
# NFkB transloc pot: enhancers of NFkB p65 translocation in HUVEC – imaging, IL-1B stimulus, high-content imaging, primary screen; HUVEC IL-1B NFkB p65 nuclear translocation imaging; activation, % at 2 µM; 94,000 compounds, 0.3% hits; AID 819, 2007;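 active = activation above 40%, about the mean plus 3 SD, also judged a hit on visual image review; inconclusive = activation above 40% but not a hit on visual review; inactive = activation not above 40% and no visual hit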;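 note: percent activation is computed from the nuclear over cytoplasmic p65 intensity ratio; values of inactives mirror those of a sister screen read the other way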
# MRP reversal cytotoxicity: second read-out of MRP reversal, no call of its own (marks repeat the call); viability, %; H69AR cells, CellTiter-Glo, 72 h; measured here: cytotoxicity without doxorubicin
# MRP reversal with doxorubicin: also measured in MRP reversal; calls as there; viability, %; measured here: viability with 2 uM doxorubicin; stronger effect = lower value
# NFkB transloc inh cell count 2 µM: recorded beside NFkB transloc inh, whose call it bears; cell count; measured here: cells passing quality filter;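 raw number of nuclei counted in each imaged well without normalization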
# NFkB transloc pot cell count 2 µM: recorded beside NFkB transloc pot, whose call it bears; cell count; measured here: cells passing quality filter
# * marks the source's active call; other numbers are inactive results; ? = inconclusive; . = not tested or not shown.
Molecule	MRP reversal	NFkB transloc pot	MRP reversal with doxorubicin	MRP reversal cytotoxicity	NFkB transloc inh cell count 2 µM	Bcl-B TR3 displacers	PLAP inhibitors HTS	NFkB transloc inh	NFkB transloc pot cell count 2 µM
Cc1ccc(C2C(C#N)=C(N)Oc3n[nH]c(C)c32)cc1 (configuration not stated)	-9	-12	95	86	82	6%	-28%	12	82
Nc1nc2ccc([N+](=O)[O-])c(N)c2s1	.	-3	.	.	112	25%	15%	3	112
Nc1ccc2oc(-c3cccc(Br)c3)nc2c1	0	.	85	85	.	-4%	-7%	.	.
CCc1cc2cc(C(=O)Nc3ccc(C)cc3)sc2s1	0	24	93	93	110	.	.	-24	110
CCOc1ccc2oc(-c3ccccc3)c(C(=O)N(C)C)c2c1	12	-8	95	107	172	0%	-55%	8	172
N#Cc1c(N)nc2c(c1-c1ccccc1)CCCC2	-6	.	86	80	.	5%	-2%	.	.
CCN(CC)C(=O)CSCC(=O)Nc1ccccc1	-8	-3	98	90	134	-6%	19%	3	134
COc1cccc(-n2ccnc2SCC(=O)Nc2cc(OC)ccc2OC)c1	2	9	72	74	68	-5%	4%	-9	68
O=C(Nc1cccc(C(F)(F)F)c1)c1ccc(Cn2cc(Br)cn2)o1	9	-2	82	91	182	-11%	9%	2	182
O=C(CN1CCN(S(=O)(=O)c2ccc3ccccc3c2)CC1)N1CCc2ccccc2C1	20	.	67	87	.	7%	24%	.	.
O=C(Nc1ccc(-c2nc3cccnc3s2)cc1)c1ccc(Br)o1	-1	-7	92	91	149	-52%	-14%	7	149
Cc1noc(C)c1COC(=O)CCCOc1ccc(Cl)cc1Cl	-4	33	99	95	146	-13%	-63%	-32	146
Cc1ccc2cc(CCNC(=O)c3ccc(Br)o3)c(=O)[nH]c2c1	20	11	71	91	52	0%	3%	-11	52
COc1ccc(-n2c(C)csc2=S)cc1	-3	18	89	87	109	.	.	-18	109
Cc1ccc(-n2nnnc2SCn2nnc3ccccc3c2=O)cc1	-3	15	95	91	149	-4%	21%	-15	149
COc1ccc(C2C(=O)N(C3CCCCC3)CC(=O)N2CCc2ccccc2)cc1OC (configuration not stated)	-1	9	70	69	194	12%	-29%	-9	194
COCCn1nnnc1C(c1cccs1)N1CCN(c2ccccc2)CC1 (configuration not stated)	0	.	85	85	.	2%	-9%	.	.
Cc1ccn2cc(CCNC(=O)CC(C)(C)C)nc2c1	4	18	97	100	117	.	.	-18	117
CCCc1nc2oc3c(OC)ncnc3c2c2c1COC(C)(C)C2	1	7	90	91	175	-5%	-46%	-7	175
CC(=O)OC(C(=O)NCS(=O)(=O)c1ccc(C)cc1)c1cccnc1 (configuration not stated)	.	8	.	.	187	-7%	1%	-8	187
COc1ccc(C(=O)NN2CCCCC2)cc1OC	.	3	.	.	114	-2%	1%	-3	114
COc1ccc(N2CCN(C(=O)CCCn3c(=S)[nH]c4cc5c(cc4c3=O)OCO5)CC2)cc1	-1	?	53	51	101	5%	6%	-50	.
Cc1nn(-c2cccc(Cl)c2)c2nc(-c3ccco3)cc(C(=O)O)c12	.	-9	.	.	158	14%	-58%	9	158
COc1ccc(CCN2C(=O)CC(C(N)=O)SC2=Nc2ccccc2)cc1OC (configuration not stated)	6	1	72	78	120	3%	-52%	-1	120
CCOc1ccc(NC(=O)C2CC(=O)NC(N3CCc4ccccc43)=N2)cc1 (configuration not stated)	-6	9	114	109	136	3%	0%	-9	136
Cc1cccn2c(=O)c3cc(C(=O)NCC4CCCO4)c(=N)n(Cc4cccnc4)c3nc12 (configuration not stated)	4	.	82	86	.	.	-53%	.	.
CCN1C(=O)CC(N2CCN(CC(=O)NC(C)C)CC2)C1=O (configuration not stated)	-3	-6	96	92	169	0%	14%	6	169
Oc1c(CN2CCc3ccccc3C2)cc(Cl)c2cccnc12	1	-6	1	2	178	0%	-75%	6	178
CCCNC(=O)c1ccc(CN2CCc3ccccc3C2)cc1	12	11	80	93	100	.	.	-11	100
CC1(c2ccc(Cl)cc2Cl)OCC(Cn2ccnc2)O1 (configuration not stated)	-33	8	67	34	168	2%	7%	-8	168
CCOc1ccc(-n2c(Cc3cc(=O)[nH]c(=O)[nH]3)nnc2SCC(=O)NC2CCCC2)cc1	4	-4	90	93	150	-2%	-54%	4	150
CCOC(=O)C(=CNCC(=O)OC)C(=O)OCC	.	5	.	.	121	-5%	6%	-5	121
O=C(Cc1ccccc1)n1nc(-c2ccccc2)nc1NCc1ccco1	16	28	83	99	178	-13%	-2%	-28	178
Cc1ccc(C(C[N+](=O)[O-])n2nc(C)cc2C)cc1 (configuration not stated)	.	7	.	.	114	0%	-34%	-7	114
CCN(CC)c1nc(Nc2ccccc2)nc(Oc2ccc(=O)[nH]n2)n1	-5	3	69	63	116	5%	-2%	-3	116
CCOc1ccc(C(=O)N2CCN=C2SC)cc1OCC	12	-1	79	91	207	6%	-5%	1	207
O=C(c1cc(-c2ccco2)on1)N1CCN(C(c2ccccc2)c2ccccc2)CC1	21	13	77	97	131	-29%	-22%	-13	131
ClC(=C\c1ccccc1)/C=N/N1CCN(c2ccccn2)CC1	.	3	.	.	114	-2%	0%	-3	114
Cc1ccccc1C(C(=O)NCc1ccccc1)N(Cc1ccco1)C(=O)c1ccccn1 (configuration not stated)	-3	2	76	73	163	-5%	-41%	-2	163
C/C(=N/NC(=O)c1cccs1)c1ccc(NC(=O)COc2ccc(Cl)cc2)cc1	.	-9	.	.	163	4%	1%	9	163
CCNC(=O)C1CCCN1S(=O)(=O)c1ccc(C)cc1 (configuration not stated)	12	6	88	100	93	.	.	-6	93
Cc1cc(=O)oc(C)c1C(=O)NCc1ccco1	-13	22	91	78	132	0%	-29%	-22	132
CC1CCC(C(=O)NC(C(=O)N2CCC(N3CCCCC3)CC2)C(C)C)CC1 (configuration not stated)	41	11	84	125	125	6%	-43%	-11	125
CCOc1ccc2nc(SCC(=O)N3CCCc4ccccc43)sc2c1	.	10	.	.	150	4%	-2%	-10	150
CC(C)(C)OC(=O)N1CCC(C(=O)N[C@H](Cc2ccccc2)C(=O)O)CC1	2	5	97	99	140	-11%	-51%	-5	140
COc1ccccc1CNS(=O)(=O)c1ccc2[nH]cc(C(=O)O)c(=O)c2c1	11	?	88	99	146	1%	-7%	-91	.
Oc1c(C=Nc2cccnc2)sc2ccccc12	2	-8	77	80	161	-30%	-61%	8	161
O=C(Cc1cccs1)Nc1nc2c(s1)CCCC2	2	11	88	90	125	4%	8%	-11	125

# Sorted by the number under Bcl-B TR3 displacers (descending): three from the list above
SMILES	Bcl-B TR3 displacers
O=C(CN1CCN(S(=O)(=O)c2ccc3ccccc3c2)CC1)N1CCc2ccccc2C1	7%
CCOc1ccc(C(=O)N2CCN=C2SC)cc1OCC	6%
CCN(CC)c1nc(Nc2ccccc2)nc(Oc2ccc(=O)[nH]n2)n1	5%

# Other structures.
Molecule	MRP reversal	NFkB transloc pot	MRP reversal with doxorubicin	MRP reversal cytotoxicity	NFkB transloc inh cell count 2 µM	Bcl-B TR3 displacers	PLAP inhibitors HTS	NFkB transloc inh	NFkB transloc pot cell count 2 µM
CCOC(=O)N1CCN(c2ncnc3c2oc2nc(C)c4c(c23)CC(C)(C)OC4)CC1	-4	.	98	94	.	-5%	-52%	.	.
Cc1cc(C)nc(N2CCCC(C(=O)Nc3nc4ccc(S(C)(=O)=O)cc4s3)C2)n1 (configuration not stated)	-9	-1	59	51	194	-22%	-50%	1	194
O=C(c1cccc2c1-c1ccccc1/C2=N/O)N1CCCCC1	13	.	90	103	.	-5%	15%	.	.
COc1ccc(C2=NNC(c3cccs3)=Nc3ccc(OC)cc32)cc1	-1	14	82	81	85	.	.	-14	85
c1ccc(Cn2ccnc2-c2ccco2)cc1	-7	.	98	92	.	12%	23%	.	.
CC(C)C(=O)NC(C)C(c1cccs1)N1CCN(c2ccccc2)CC1 (configuration not stated)	3	3	79	82	120	.	.	-3	120
CC(=O)Nc1cccc(NC(=O)Nc2ccc(C(C)=O)cc2)c1	-2	2	77	75	134	-11%	-1%	-2	134
C/C(=N/NC(=O)c1ccco1)c1cccc(NC(=O)c2ccc(C)o2)c1	.	1	.	.	162	-5%	8%	-1	162
O=C(NC1CCCCC1)C(c1ccncc1)N(Cc1ccc2c(c1)OCO2)C(=O)c1cnsn1 (configuration not stated)	-5	-5	74	69	140	.	.	5	140
CCCCNS(=O)(=O)c1ccc(OC)c2ncccc12	6	4	89	95	121	-3%	-10%	-4	121
Cc1cccc2sc(NC(=O)Cn3cccc3)nc12	3	0	80	83	52	-5%	-2%	0	52
O=C(OCC(=O)N1CCN(c2ccccc2)CC1)C1=COCCO1	-39	-3	73	34	156	6%	6%	3	156

# A draw from above in order of length of the SMILES, rising:
Molecule	MRP reversal	NFkB transloc pot	MRP reversal with doxorubicin	MRP reversal cytotoxicity	NFkB transloc inh cell count 2 µM	Bcl-B TR3 displacers	PLAP inhibitors HTS	NFkB transloc inh	NFkB transloc pot cell count 2 µM
c1ccc(Cn2ccnc2-c2ccco2)cc1	-7	.	98	92	.	12%	23%	.	.
O=C(Cc1cccs1)Nc1nc2c(s1)CCCC2	2	11	88	90	125	4%	8%	-11	125
Cc1cccc2sc(NC(=O)Cn3cccc3)nc12	3	0	80	83	52	-5%	-2%	0	52
CCCCNS(=O)(=O)c1ccc(OC)c2ncccc12	6	4	89	95	121	-3%	-10%	-4	121
O=C(c1cccc2c1-c1ccccc1/C2=N/O)N1CCCCC1	13	.	90	103	.	-5%	15%	.	.
O=C(OCC(=O)N1CCN(c2ccccc2)CC1)C1=COCCO1	-39	-3	73	34	156	6%	6%	3	156
COc1ccc(C2=NNC(c3cccs3)=Nc3ccc(OC)cc32)cc1	-1	14	82	81	85	.	.	-14	85
CC(C)C(=O)NC(C)C(c1cccs1)N1CCN(c2ccccc2)CC1 (configuration not stated)	3	3	79	82	120	.	.	-3	120
C/C(=N/NC(=O)c1ccco1)c1cccc(NC(=O)c2ccc(C)o2)c1	.	1	.	.	162	-5%	8%	-1	162
CCOC(=O)N1CCN(c2ncnc3c2oc2nc(C)c4c(c23)CC(C)(C)OC4)CC1	-4	.	98	94	.	-5%	-52%	.	.
Cc1cc(C)nc(N2CCCC(C(=O)Nc3nc4ccc(S(C)(=O)=O)cc4s3)C2)n1 (configuration not stated)	-9	-1	59	51	194	-22%	-50%	1	194
O=C(NC1CCCCC1)C(c1ccncc1)N(Cc1ccc2c(c1)OCO2)C(=O)c1cnsn1 (configuration not stated)	-5	-5	74	69	140	.	.	5	140

# Next compounds follow:
Molecule	MRP reversal	NFkB transloc pot	MRP reversal with doxorubicin	MRP reversal cytotoxicity	NFkB transloc inh cell count 2 µM	Bcl-B TR3 displacers	PLAP inhibitors HTS	NFkB transloc inh	NFkB transloc pot cell count 2 µM
Cc1ccc(S(=O)(=O)NCCSc2nnnn2-c2cc(C)ccc2C)cc1	-9	16	60	51	139	-7%	21%	-16	139
CCOc1ccc(OCC)c(NC(=O)C2CCN(S(=O)(=O)c3cnc[nH]3)CC2)c1	5	19	83	87	137	-9%	-52%	-19	137
CC(=O)Nc1cccc(NC(=O)CSc2nnc(Cc3cccn3C)n2-c2ccc(C)cc2)c1	.	-9	.	.	156	-16%	-60%	9	156
CCOC(=O)c1c(NC(=O)C(C)NCc2ccco2)sc2c1CCC(C)C2 (configuration not stated)	.	-5	.	.	182	0%	-81%	5	182
Cc1ccc(C)c(NC(=S)NNC(=O)c2ccco2)c1	.	9	.	.	163	16%	-152%	-9	163
CCOC(=O)C1=C(C)OC(N)=C(C#N)C1c1cc2cc(C)ccc2nc1N1CCCCC1 (configuration not stated)	-18	-4	72	54	108	.	.	4	108

# The list is partial. The share of hits here may be higher or lower than overall.
